TRPC4 potent – allosteric potentiators of mouse TRPC4 channel | 310,000 tested, 0.42% active | HEK293 TRPC4beta/mu-opioid, DAMGO EC20, Fluo-4 Ca2+ flux; active compounds read high | AID 2227 | Q9QUQ5 | B-score at 10 µM;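 active means B-score of calcium response area above 5 SD of library B-scores, with initial fluorescence ratio within 5 SD of library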;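 further: B-score of integrated fluorescence ratio over time as area under calcium response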
Target sequence (Q9QUQ5 whole entry, looked up): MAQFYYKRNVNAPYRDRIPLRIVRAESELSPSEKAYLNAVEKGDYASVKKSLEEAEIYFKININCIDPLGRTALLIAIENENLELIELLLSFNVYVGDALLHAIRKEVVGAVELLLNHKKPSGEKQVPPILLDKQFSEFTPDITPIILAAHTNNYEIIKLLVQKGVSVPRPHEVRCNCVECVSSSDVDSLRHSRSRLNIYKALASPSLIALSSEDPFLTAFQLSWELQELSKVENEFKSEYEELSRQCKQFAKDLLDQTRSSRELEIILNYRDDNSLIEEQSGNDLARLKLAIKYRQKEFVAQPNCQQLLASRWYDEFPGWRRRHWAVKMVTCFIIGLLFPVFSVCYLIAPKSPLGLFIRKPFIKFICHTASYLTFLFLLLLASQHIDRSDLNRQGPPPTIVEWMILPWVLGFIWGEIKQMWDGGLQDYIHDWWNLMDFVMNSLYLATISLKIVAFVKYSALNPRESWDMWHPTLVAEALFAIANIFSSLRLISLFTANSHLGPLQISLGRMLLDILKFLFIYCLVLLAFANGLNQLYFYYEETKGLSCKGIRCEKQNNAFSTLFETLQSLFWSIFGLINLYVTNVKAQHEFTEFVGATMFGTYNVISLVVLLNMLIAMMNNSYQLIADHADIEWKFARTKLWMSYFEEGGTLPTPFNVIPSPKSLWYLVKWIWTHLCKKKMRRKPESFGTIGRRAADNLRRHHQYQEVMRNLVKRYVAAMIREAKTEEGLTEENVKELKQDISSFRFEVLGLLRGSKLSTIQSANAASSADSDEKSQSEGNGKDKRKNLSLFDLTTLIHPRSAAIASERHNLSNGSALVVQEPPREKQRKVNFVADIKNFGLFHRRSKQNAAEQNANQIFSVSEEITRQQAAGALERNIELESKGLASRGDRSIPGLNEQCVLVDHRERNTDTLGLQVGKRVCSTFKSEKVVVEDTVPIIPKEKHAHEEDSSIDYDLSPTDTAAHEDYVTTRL
MrgX1 ag – activates human MrgX1 receptor signaling | MrgX1-HEK293 cells, Fluo-4 calcium fluorescence, agonist mode; active compounds read high | B-score at 10 µM | 310,000 tested, 0.44% active | AID 588627;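 active means calcium response B-score plate-corrected fluorescence ratio at least 3 library SD, with starting fluorescence B-score inside 5 SD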
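Material: MrgX1-expressing HEK293 cells / Dosing: compound as first of three additions / Incubation: overnight seeding, then 1 h dark dye loading / Signal: Fluo-4 NW calcium fluorescence / Evaluation: B-scored fluorescence response ratio / Benchmarks: positive and negative control wells on each plate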
TRPC4 act – activators of mouse TRPC4 channel | 310,000 tested, 0.49% active | HEK293 TRPC4beta/mu-opioid, Fluo4 calcium fluorescence; active compounds read high | B-score at 10 µM | Q9QUQ5;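 active means B-score above 5 SD of library B-scores, and initial fluorescence ratio not above library mean plus 5 SD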;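 further: positive B-score marks a calcium rise read as TRPC4 activation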
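Technique: kinetic Fluo4 calcium fluorescence; Test system: TRPC4beta and mu-opioid receptor HEK293 stable cells; Measure: B-scored integrated calcium fluorescence ratio; Benchmarks: low control buffer alone, high control maximal DAMGO; Schedule: 45 min room-temperature Fluo4 loading, 110 s read.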
TRPC6 act – mouse TRPC6 channel activation; HEK293-TRPC6 membrane potential dye fluorescence; active compounds read high; B-score at 10 µM; 310,000 tested, 0.13% active;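 active means B-score of the integrated fluorescence ratio above library mean plus 3 SD, and starting fluorescence ratio within library mean plus 5 SD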;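 further: higher score means more depolarization so channel activation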
MrgX1 PAM – human MrgX1 positive allosteric modulation, primary screen. MrgX1-HEK293, Fluo-4 calcium flux, FDSS; active compounds read high. B-score at 10 µM. 310,000 tested, 0.63% active;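 active means plate-corrected calcium response at least 3 library SD above typical, normal starting fluorescence, not activating the receptor alone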;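 further: compound read alongside a low EC10 to EC30 dose of BAM8-22 agonist; peak minus trough fluorescence over baseline measured at the second addition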
PolyA inhibitor – blocks polyadenylation in yeast reporter cells | AID 1875 | S. cerevisiae SKY197-pL101 polyadenylation reporter, beta-gal luminescence; efflux-impaired pdr1/pdr3 knockout yeast; score 100 = 6 SD above DMSO | calls only at 12 µM | 300,000 tested, 0.02% active;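 active means lowest replicate activity score at least 50, where 100 means six control SD above control mean; inconclusive means lowest score under 50 but half or more replicates reach 50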;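 further: yeast exposed to compound for 9 h at 30 °C; higher score means more reporter readthrough which indicates perturbed polyadenylation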
HIF act – HIF pathway transcriptional activation. U2OS HRE-luciferase reporter, luminescence; normalized: DMSO 0%, desferrioxamine 100%. activation, % at 7.5 µM (by protocol). 300,000 tested, 0.32% active. AID 1910;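 active means mean activation of at least 10% of the iron chelator positive control signal, with at least half of replicates also reaching 10%; inconclusive means mean and replicate majority disagree about reaching 10%; inactive means mean and most replicates under 10%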
TRPC4 inh – blocks the mouse TRPC4 cation channel; 300,000 tested, 0.39% active; AID 2247; Q9QUQ5; B-score at 10 µM; HEK293 TRPC4beta/mu-opioid, DAMGO-evoked Fluo4 calcium flux; active compounds read low;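 active means B-score over 3 SD under the library average, no early fluorescence shift, positive overall ratio signal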
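material = TRPC4beta/mu-opioid receptor HEK293 cell line | probe or stimulus = sequential submaximal and maximal DAMGO stimulation | compound dosing = one concentration per compound | measured by = Fluo4 Ca2+ flux fluorescence | evaluation = integrated fluorescence ratio relative to baseline, converted to per-well B score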
MrgX1 antagonist – antagonists of human MrgX1 receptor; 310,000 tested, 1.3% active; AID 588676; MRGX1-HEK293 calcium flux, Fluo-4, BAM8-22 antagonism; active compounds read low; B-score at 10 µM;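 active means calcium-response B-score plate-corrected more than 3 library SD below zero, starting fluorescence within 5 deviations, no agonist response on first addition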;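 further: peak minus trough fluorescence over baseline after final BAM8-22 challenge near maximal dose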
TRPC6 inhibitor – mouse TRPC6 channel inhibition. HEK293-TRPC6, membrane potential dye, ACh-evoked depolarization; active compounds read low. B-score at 10 µM. 310,000 tested, 1.1% active. AID 2553;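 active means B-score under library mean minus 3 SD, initial fluorescence not abnormally high, positive integrated signal ratio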;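 further: B-score derived from integrated fluorescence ratio over the kinetic read; more negative B-score means stronger inhibition of depolarization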
AI-2 QS modul – modulates the Vibrio harveyi AI-2 quorum sensing system | Vibrio harveyi JMH597 AI-2 luminescence/OD600 ratio, 9 h; active compounds read low; strain lacks LuxN and CqsS sensors; 0 = neutral-control median | 300,000 tested, 0.4% active | activity change, % at 7.5 µM; in the data active means activity change below about -75%, passing the limit was not always enough; inconclusive means no clear call, values can overlap the other calls;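 further: luminescence divided by OD600 gain over 9 h not by final OD600 alone; inactives centre near 13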
An asterisk follows results filed as active; i = inactive; ? = inconclusive; . = no result given. The list is partial, so the mix of outcomes need not match the whole.

Each structure is followed by: TRPC4 act	AI-2 QS modul	MrgX1 ag	TRPC4 potent	TRPC6 inhibitor	HIF act	MrgX1 antagonist	TRPC4 inh	MrgX1 PAM	PolyA inhibitor	TRPC6 act
- CN1CCN(C2CC(=O)N(Cc3ccc(N4CCCC4=O)cc3)C2=O)CC1 (stereo not given)
    i	21	i	i	i	0.0	i	i	i	i	i
- Cc1nnsc1NC(=O)OCCCl
    i	13	i	i	i	.	i	i	i	i	i
- CC(C)(C)OC(=O)CN1c2cccc3cccc(c23)S1(=O)=O
    i	8	i	i	i	-1.3	i	i	i	i	i
- O=C1CCc2cc(S(=O)(=O)N3CCC(C(=O)NC4CCCc5ccccc54)CC3)ccc2N1 (stereo not given)
    i	10	i	i	i	.	i	i	i	i	i
- COc1ccc(OC)c(C(=O)c2coc3ccc(O)cc23)c1
    i	19	i	i	i	1.1	i	i	i	i	i
- Cc1ccc(CN2CC(C(=O)Nc3ncccc3C)CC2=O)cc1 (stereo not given)
    i	26	i	i	i	0.0	i	i	i	i	i
- Cc1cc(C)n(C(=O)c2c([N+](=O)[O-])cnn2C)n1
    i	27	i	i	i	-0.6	i	i	i	i	i
- CCC1CCCCN1C(=O)CCNC(=O)Cn1cnc2ccccc2c1=O (stereo not given)
    i	16	i	i	i	-0.1	i	i	i	i	i
- CS(=O)(=O)Nc1ccccc1C(=O)c1ccccc1
    i	1	i	i	i	-0.2	i	i	i	i	i
- Cc1ccc(OCCC(=O)OCC(=O)Nc2ccccc2)cc1
    i	16	i	i	i	-0.3	i	i	i	i	i
- COC(=O)c1sc2nc(-c3ccccc3)c3c(c2c1N)CCCC3
    i	17	i	i	i	0.8	i	i	i	i	i
- CCn1cc(C(=O)Nc2cccc(C(=O)OC)c2)c(=O)c2ccc(C)nc21
    i	15	i	i	i	0.0	i	i	i	i	i
- COc1ccc(NC(=O)N2CCCC2C(=O)NC23CC4CC(CC(C4)C2)C3)cc1 (stereo not given)
    i	11	i	i	i	0.0	i	i	i	i	i
- Cc1nc(Nc2ccccc2)sc1C(=O)c1ccc(F)cc1
    i	-44	i	11*	i	3.3	i	i	i	i	i
- O=C(Nc1ccc(Cl)c([N+](=O)[O-])c1)C(Sc1ccccc1)c1ccccc1 (stereo not given)
    i	28	i	i	i	-1.3	i	i	i	i	i
- CCCCN(C(=O)NCCCCCCNC(=O)N(CCCC)C1CCS(=O)(=O)C1)C1CCS(=O)(=O)C1 (stereo not given)
    i	5	i	i	i	0.3	i	i	i	i	i
- CCC(c1nnnn1Cc1ccc2c(c1)OCO2)N1CCN(c2ccccc2)CC1 (stereo not given)
    i	23	i	i	i	-1.4	i	i	i	i	i
- COc1cc(C(=O)Nc2nncs2)cc(OC)c1OC
    i	16	i	i	i	-0.4	i	i	i	i	i
- CC(C)CN1C(=O)c2ccc(C(=O)Nc3ccc(OCC(=O)O)cc3)cc2C1=O
    i	4	i	i	i	2.1	i	i	i	i	i
- O=C(CCN1CCOCC1)c1ccc(Br)cc1
    i	17	i	i	i	-0.5	i	i	i	i	i
- CCOC(=O)c1nnn(-c2nc(OC)nc(N3CCCC3)n2)c1-c1ccccc1
    i	13	i	i	i	-1.0	i	i	i	i	i
- N#Cc1ccccc1OCC(=O)N1CCc2ccccc2C1
    i	17	i	i	i	-0.3	i	i	i	i	i
- CCCCN(C(=O)C(C)Oc1ccc(Br)cc1)c1c(N)n(Cc2ccccc2)c(=O)[nH]c1=O (stereo not given)
    i	24	i	i	i	-0.2	i	i	i	i	i
- O=C(CN1CCC(NC(=O)c2ccccc2)CC1)NCc1ccccc1F
    i	22	i	i	i	0.2	i	i	i	i	i
- CC(Oc1ccc(Cl)cc1)c1ccnc(N)n1 (stereo not given)
    i	4	i	i	i	0.0	i	i	i	i	i
- CCN(CC)CCn1c(-c2ccc(C)cc2)nc(=S)c2c1CC(C)(C)OC2
    i	11	i	i	i	.	i	i	i	i	i
- CS(=O)(=O)N(CC(=O)NCCSc1ccccc1)c1ccc2c(c1)OCO2
    i	5	i	i	i	0.1	i	i	i	i	i
- CC(=O)c1cccc(NC(=S)N2CCN(CCN3C(=O)c4cccc5cccc(c45)C3=O)CC2)c1
    i	18	i	i	i	0.1	i	i	i	i	i
- CN(Cc1nc2ccccc2n1C)S(C)(=O)=O
    i	30	i	i	i	0.4	i	i	i	i	i
- COc1cccc(C2NC(=O)NC(C)=C2C(=O)Nc2cc(OC)ccc2OC)c1 (stereo not given)
    i	23	i	i	i	-0.7	i	i	i	i	i
- O=c1c2ccccc2[nH]c(=S)n1CCC1=CCCCC1
    i	19	i	i	i	0.7	i	i	i	i	i
- CCOc1cc(/C=N/NC(=O)c2ccc(O)cc2)ccc1Oc1nc(Cl)ncc1F
    i	20	i	i	i	0.2	i	i	i	i	i
- O=C(NC1CCCC1)C(c1ccco1)N(C(=O)c1ccco1)c1ccccc1 (stereo not given)
    i	28	i	i	i	1.4	i	i	i	i	i
- O=C(CSc1nc(-c2ccccc2)cc(=O)[nH]1)Nc1ccc(Br)cc1
    i	0	i	i	i	-25	i	i	i	i	i
- Cn1c(SCC2CCCO2)nnc1-c1ccncc1 (stereo not given)
    i	10	i	i	i	0.1	i	i	i	i	i
- CC(Sc1nnc(-c2cccnc2)n1C)C(=O)N1CCOCC1 (stereo not given)
    i	6	i	i	i	0.0	i	i	i	i	i
- CN(CC1CCCO1)S(=O)(=O)c1ccc(C(=O)N2CCN(c3ccccc3)CC2)cc1 (stereo not given)
    i	11	i	i	i	-0.5	i	i	i	i	i
- COc1ccc(C2CC(c3cccs3)=NN2C(=O)CSc2nncn2C)cc1OC (stereo not given)
    i	13	i	i	i	-0.4	i	i	i	i	i
- Cc1ccc(NC(=O)COC(=O)C(CC(C)C)N2C(=O)C3CC=CCC3C2=O)c(C)c1 (stereo not given)
    i	18	i	i	i	-0.6	i	i	i	i	i
- CC(=O)c1c(C)nc(-c2ccc(OCC(=O)Nc3ccccc3)cc2)n1O
    i	14	i	i	i	-0.4	i	i	i	i	i
- CCC[C@H]1COCCS(=O)(=O)N1Cc1ccccc1
    i	1	i	i	i	-0.7	i	i	i	i	i
- CC[n+]1ccccc1/C=C/Nc1ccccc1
    i	3	i	i	i	-1.4	i	i	i	i	i
- CC(=O)NC(=O)NC1CSCC1OC(C)=O (stereo not given)
    i	23	i	i	i	-1.2	i	i	i	i	i
- Cc1cccc(OCCNc2nc3c(c(=O)n(C)c(=O)n3C)n2C)c1
    i	18	i	i	i	0.5	i	i	i	i	i
- CS(=O)(=O)N(CC(=O)O)c1cccc(Cl)c1
    i	4	i	i	i	-2.8	i	i	i	i	i
- Cc1cccc(N(CC(N)=O)C2SC(=O)NC2=O)c1 (stereo not given)
    i	7	i	i	i	-0.6	i	i	i	i	i
- O=C(Nc1ccc(S(=O)(=O)N2CCCC2)cc1)C1COc2ccccc2O1 (stereo not given)
    i	?	i	i	i	0.4	i	i	i	i	i
- CCCCN1CCNC[C@H]1Cc1ccc(O)cc1
    i	20	i	i	i	-0.6	i	i	i	i	i
- COc1ccc(-n2cnnc2SCC(=O)Nc2ccc(N3CCOCC3)cc2)cc1
    i	26	i	i	i	-0.2	i	i	i	i	i
- Cc1nc2ccccc2c(=O)n1/N=C/c1ccccc1OC(F)F
    i	15	i	i	i	-1.2	i	i	i	i	i

Later entries:
Each structure is followed by: TRPC4 act	AI-2 QS modul	MrgX1 ag	TRPC4 potent	TRPC6 inhibitor	HIF act	MrgX1 antagonist	TRPC4 inh	MrgX1 PAM	PolyA inhibitor	TRPC6 act
- COc1ccccc1Nc1nc(N)nc(CSc2nncn2C)n1
    i	0	i	i	i	-0.2	i	i	i	i	i
- Cc1[nH]n(-c2ccccc2)c(=O)c1N=Nc1ccc(C#N)cc1
    i	48	i	i	i	-1.3	i	i	i	i	i
- CC(=O)Nc1ccc(S(=O)(=O)N2CCN(C(=O)N3CCOCC3)CC2)cc1
    i	22	i	i	i	-0.2	i	i	i	i	i
- Cc1cc(C(=O)CN2CC(C)OC(C)C2)c(C)n1-c1ccccc1 (stereo not given)
    i	4	i	i	i	2.1	i	i	i	i	i
- O=C(CSc1nc(-c2ccccc2)cc(=O)[nH]1)NCc1ccc2c(c1)OCO2
    i	23	i	i	i	0.0	i	i	i	.	i
- COCCN(C(C)=O)c1nnc(-c2cnccn2)s1
    i	-9	i	i	i	0.0	i	i	i	i	i
- COc1ccc(-c2ccc(/C=C(\NC(=O)c3ccccc3)C(=O)N3CCOCC3)o2)cc1
    i	23	i	i	i	-0.5	i	i	i	i	i
- C#CCOc1ccc2c3c(c(=O)oc2c1)CCCC3
    i	-2	i	i	i	-0.7	i	i	i	i	i
- Cc1oc2c(c(C)cc3oc(=O)c(CC(=O)N[C@@H](CC(C)C)C(=O)O)c(C)c32)c1C
    i	-2	i	i	i	2.3	i	i	i	i	i
- COc1ccc(NC(=O)C2CC(=O)N/C(=N/N=C/c3ccccc3)S2)cc1 (stereo not given)
    i	10	i	i	i	-0.2	i	i	i	i	i
- O=C(c1ccc([N+](=O)[O-])s1)N1CCc2ccccc21
    i	30	i	i	i	-12	i	i	i	i	i
- C/C(Cc1ccccc1)=N\NC(=O)c1cccnc1
    i	48	i	i	i	0.0	i	i	i	i	i
- O=C(O)c1cc(C(=O)O)cc(N2C(=O)CSC2=S)c1
    i	13	i	i	i	0.9	i	i	i	i	i
- NS(=O)(=O)c1ccc(CCNC(=O)CNC(=O)c2ccccc2Br)cc1
    i	22	i	i	i	-1.1	i	i	i	i	i
- COc1ccc2c(c1)[nH]c1c(=O)n(/N=C/c3ccc(OC)c(COc4ccccn4)c3)cnc12
    i	11	i	i	i	-0.9	i	i	i	i	i
- COc1ccc(-c2nc3ncccc3n2O)cc1
    i	-8	i	i	i	0.0	i	i	i	i	i

High-throughput results: PubChem BioAssay, several laboratories
